# Epigenetic reg: regulators of epigenetic silencing causing reporter derepression in mouse cells | murine LDR cells, GFP reporter derepression, 30 h | Potency, µM (doses to about 53.9 µM), for the others: top-dose GFP activation, hits mostly activators | 280,000 compounds, 0.2% hits | AID 1865; further: % of control where 0% means no effect; nearly all actives have a fitted effect of over 60% in size
#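 Reporter derepression read as number of fluorescent GFP-positive objects, 20-120 um in size, counted by laser-scanning cytometer. Mouse LDR line with an epigenetically silenced CMV-GFP locus; compound incubation 30 h, 37 C.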
# RECQ1 inh: RECQ1 (human) helicase inhibition; P46063; RECQ1 DNA unwinding, red fluorescence kinetic read; Potency, µM (highest dose often 57.3 µM), inactives show at the top dose activity, negative = inhibition, actives largely listed as inhibitors; 240,000 compounds, 0.54% hits;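 further: plate controls were vehicle for no effect and no enzyme for full effect; nearly all actives have a fitted effect of over 30% in size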
#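 50 nM RECQ1T1 preincubated 15 min with compound in Tris pH 8.0 buffer with MgCl2, DTT, Tween-20 and 2.5 ug/ml poly(dI-dC); started with 200 nM TAMRA/BHQ-2 forked duplex and 2 mM ATP. Unwinding read as fluorescence (525/598 nm), two reads 2 h apart.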
# KDM4E inh: blocks human JMJD2E demethylase activity | AID 2147 | B2RXH2 | 230,000 compounds, 1.6% hits | JMJD2E catalytic domain, FDH-coupled NADH fluorescence (FDH is formaldehyde dehydrogenase) | Potency, µM (top dose mostly 57.1 µM), for inactives: top-dose activity change, negative = inhibition, usual class: inhibitors; active means well fitted inhibition curve with a large enough effect, not every such curve was filed as active; inconclusive means small, poorly fitted or top-dose-only effect, or another doubt; inactive means no such curve, though single readings can be large or run the other way;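 further: 0% = wells with enzyme and -100% = buffer wells without enzyme; nearly all actives have a fitted effect of over 50% in size; many of its hits are not listed in these tables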
# Target sequence (B2RXH2 1-337 limits assumed): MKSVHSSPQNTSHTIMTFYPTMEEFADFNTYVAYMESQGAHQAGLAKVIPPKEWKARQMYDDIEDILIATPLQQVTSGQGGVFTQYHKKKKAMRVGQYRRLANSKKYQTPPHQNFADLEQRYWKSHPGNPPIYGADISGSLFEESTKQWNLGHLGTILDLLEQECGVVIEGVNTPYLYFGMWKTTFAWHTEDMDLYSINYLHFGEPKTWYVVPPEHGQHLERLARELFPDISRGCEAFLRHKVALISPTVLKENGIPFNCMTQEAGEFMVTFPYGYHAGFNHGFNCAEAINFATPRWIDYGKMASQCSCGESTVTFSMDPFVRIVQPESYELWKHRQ
# IMPase Li inh: cell-permeable IMPase inhibitors with lithium potentiation; AID 1457; Potency, µM (series often up to 59.4 µM), without a hit: at the top dose activity, negative = IMPase inhibition, hits mostly inhibitors; CHO-M1 cells, IP1 TR-FRET (IP-One), carbachol + lithium; 210,000 compounds, 0.35% hits;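 further: IP1 builds up when IMPase is blocked and the TR-FRET signal falls; plate controls were basal vehicle for no effect and high inhibitor control for full effect; nearly all actives have a fitted effect of over 50% in size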
#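 Steps: plate 2000 CHO-M1 cells per well and culture 16–30 h; add compound and lithium; incubate 30 min, 37C; add d2-IP1 tracer and Eu cryptate anti-IP1 antibody in lysis buffer; read after 10 min at room temperature.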
# Luc counter: Kinase-Glo luciferase inhibition (counter-screen). Potency, µM (highest dose often 38.3 µM), for the others: at the top dose activity change, negative = inhibition, hits mostly inhibitors. Kinase-Glo luciferase, ATP luminescence, 8 min. 200,000 compounds, 0.28% hits; further: on the % scale 0 is the no-effect control and ±100 the full control effect; nearly all actives have a fitted effect of over 60% in size
#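 Light output from Kinase-Glo luciferase with luciferin and 10 uM ATP in 50 mM imidazole pH 7.2, KCl, MgCl2, Tween 20, BSA; compound pin-delivered, 8-min ambient incubation, then luminescence read.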
# GoLoco inh red: blocks human Gai1 binding to RGS12 GoLoco peptide, red readout; P63096; Gai1:RGS12 GoLoco peptide FP, rhodamine, 10 min; Potency, µM (titrated, usually from 61.6 µM), without a hit: at the highest dose activity, negative = inhibition, actives largely listed as inhibitors; 230,000 compounds, 0.44% hits; AID 880; active means well fitted inhibition curve with a large enough effect, not every such curve was filed as active; inactive means no such curve, though single readings can be large or run the other way; further: on the % scale 0 is the no-effect control and ±100 the full control effect; nearly all actives have a fitted effect of over 30% in size; many of its hits are not listed in these tables
# Target sequence (P63096 whole entry, looked up): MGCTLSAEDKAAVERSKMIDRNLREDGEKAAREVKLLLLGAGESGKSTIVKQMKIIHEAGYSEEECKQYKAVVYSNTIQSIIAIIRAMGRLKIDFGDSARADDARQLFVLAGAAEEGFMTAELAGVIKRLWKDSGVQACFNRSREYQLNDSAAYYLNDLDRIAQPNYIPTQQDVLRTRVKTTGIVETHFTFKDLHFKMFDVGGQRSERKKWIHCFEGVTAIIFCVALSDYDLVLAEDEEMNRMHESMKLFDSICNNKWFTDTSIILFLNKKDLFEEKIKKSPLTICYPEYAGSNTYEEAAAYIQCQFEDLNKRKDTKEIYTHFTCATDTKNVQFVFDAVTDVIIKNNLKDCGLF
# SMN2 splice up: enhancers of SMN2 splice variant expression | HEK293 SMN2-luciferase splicing reporter, luminescence, 30-36 h | Potency, µM (titrated, usually from 46.1 µM), for inactives: at the highest dose activity change, positive = activation, hits mostly activators | 210,000 compounds, 2.8% hits | AID 1458; further: % of control where 0% means no effect; nearly all actives have a fitted effect of over 55% in size
#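 HEK293 cells carry an SMN2 minigene-luciferase reporter in which exon 7 inclusion puts luciferase in frame. Cells were seeded at 2000 cells/well, attached for 10-12 hours, then exposed to compounds for 30-36 hours at 37C before ONE-Glo luminescence.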
# NPSR antagonist: antagonists of human neuropeptide S receptor cAMP signaling; Potency, µM (highest dose often 38.3 µM), inactives show at the top dose activity change, negative = inhibition, usual class: inhibitors; 220,000 compounds, 1% hits; CHO-NPSR cells, cAMP TR-FRET, antagonist mode; Q6W5P4; AID 1461; further: on the % scale 0 is the no-effect control and ±100 the full control effect; nearly all actives have a fitted effect of over 50% in size; many of its hits are not listed in these tables
# Target sequence (Q6W5P4 whole entry, looked up): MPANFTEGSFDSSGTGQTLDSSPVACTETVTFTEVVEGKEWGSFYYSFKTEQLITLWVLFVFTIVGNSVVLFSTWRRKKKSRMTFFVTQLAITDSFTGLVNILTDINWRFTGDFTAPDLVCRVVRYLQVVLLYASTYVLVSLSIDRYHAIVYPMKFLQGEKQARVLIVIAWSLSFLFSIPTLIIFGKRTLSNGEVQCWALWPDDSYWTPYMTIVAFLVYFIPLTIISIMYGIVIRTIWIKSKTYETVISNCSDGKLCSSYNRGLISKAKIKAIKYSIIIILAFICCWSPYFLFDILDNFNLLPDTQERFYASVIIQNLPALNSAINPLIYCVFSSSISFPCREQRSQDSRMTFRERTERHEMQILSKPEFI
# Active calls of the source: *; i = inactive; ? = inconclusive; nt = not tested or not shown; [ ] = remark or other dose. Unless noted, the call rests on the fitted dose curve; in most records, active means well fitted curve in the direction sought with a large enough effect; inconclusive means small, poorly fitted or top-dose-only effect, or another doubt; inactive means no such curve, though single readings can be large; an effect the other way counts as inactive or inconclusive. Potency means the concentration at half of the fitted maximal effect. An excerpt (hit frequency here may not be typical).
# The line under a structure holds: IMPase Li inh	Luc counter	GoLoco inh red	RECQ1 inh	Epigenetic reg	NPSR antagonist	KDM4E inh	SMN2 splice up
- COC(=O)c1sccc1N/N=C/c1ccc(OC)c(OC)c1OC
  15%	-3%	-1%	-5%	0.0%	-10%	?	14µM*
- Cc1cccc(N2CCN(S(=O)(=O)c3ccc4c(c3)n(C)c(=O)c(=O)n4C)CC2C)c1 (stereo unspecified)
  -2%[38.3 µM]	2%	0%	-7%	-0.9%	0%[46.1 µM]	5%	-8%
- O=C(Cc1ccc(F)cc1)Nc1c2c(nn1-c1cccc(Cl)c1)CS(=O)C2 (stereo unspecified)
  -5%[38.3 µM]	1%	2%	11%	0.8%	8%[46.1 µM]	9%	-8%
- CC(C)N1C(=O)CCC1C(=O)N1CCC(Cc2ccccc2)CC1 (stereo unspecified)
  -4%	3%	10%	-19%	2.5%	-6%	7%	-6%
- COc1cccc(CNC(=O)C2CCC(CNS(=O)(=O)c3cccc4nsnc34)CC2)c1 (stereo unspecified)
  -3%[38.3 µM]	3%	-1%	-1%	-1.7%	-10%[46.1 µM]	6%	5%
- Cc1cc(=O)[nH]c(Nc2c(C)n(C)n(-c3ccccc3)c2=O)n1
  19%[38.3 µM]	0%	7%	0%	0.0%	10%[46.1 µM]	8%	-8%
- CCOC(=O)c1ccc(N=C2SC(C(=O)NCCc3ccccc3)CC(=O)N2C)cc1 (stereo unspecified)
  8%	0%	5%	i	1.3%	-20%	8%	-7%
- CCCCN(C)C(=O)c1cc2cc([N+](=O)[O-])cc(OC)c2oc1=O
  -4%	-2%	10%	-1%	-0.1%	10%	-3%	-16%
- CC(=O)Nc1ccc(Nc2c([N+](=O)[O-])c(=O)n(-c3ccccc3)c3ccccc23)cc1
  5%	-3%	32%[activator]	-10%	-6.3%	-6%	9%	nt
- CC(=O)Nc1ccccc1-c1nc2ccc(C(=O)N3CCN(c4cccc(C)c4)C(C)C3)cc2[nH]c1=O (stereo unspecified)
  -3%[38.3 µM]	-2%	0%	-9%	1.7%	-13%[46.1 µM]	-24%	-13%
- Cc1nn(CC(=O)Nc2nnc(CC(=O)N3CCCC3)s2)c(=O)c2ccccc12
  nt	nt	nt	i	0.2%	0%[46.1 µM]	5%	nt
- CCn1c(CSc2nc3ccccc3s2)nnc1SCC(=O)c1ccc2c(c1)OCCO2
  11%[38.3 µM]	0%	6%	-4%	1.8%	-23%[46.1 µM]	-9%	-9%
- CCN1C(=O)C2(C(C(=O)c3ccc(C)o3)=C(O)C(=O)N2CCCN(C)C)c2ccccc21 (stereo unspecified)
  nt	nt	-3%	9%	0.0%	2%	-16%	nt
- CCOCCOC(=O)C(C)Sc1n[nH]c(=O)[nH]c1=O (stereo unspecified)
  26%[38.3 µM]	-1%	6%	-18%	-1.0%	-6%[46.1 µM]	-1%	5%
- COc1ccccc1-c1c(C#N)c(N)nc2c1CCC2
  nt	nt	25%	-6%	3.3%	19%	?	nt
- CCCC(c1nnnn1CC(=O)OCC)N(Cc1cc2c(C)cc(C)cc2[nH]c1=O)C1CCCC1 (stereo unspecified)
  7%[38.3 µM]	2%	-7%	i	0.8%	-29%[46.1 µM]	?	-4%
- COC(=O)c1ccc(OC(=O)CCc2cc(OC)c(OC)c(OC)c2)cc1
  -3%	-1%	-11%	-23%	-9.1%	4%	2%	-10%
- CC12COC3(C(=O)Nc4nccs4)CC1CCC32C (stereo unspecified)
  -5%[38.3 µM]	0%	-10%	-6%	-1.1%	-6%[46.1 µM]	-4%	4%
- COc1ccc(CNC(=O)C2CC(c3ccc(C(F)(F)F)cc3)=NO2)cc1 (stereo unspecified)
  nt	nt	1%	-5%	2.1%	15%	8%	nt
- O=C1c2nccnc2C(=O)N1c1ccc(F)cc1
  -5%	2%	10%	-1%	4.8%	13%	-4%	5%
- COc1cccc(CN(C)C(=O)Nc2cccc(C(F)(F)F)c2)c1OC
  26%	6%	-3%	-7%	0.0%	1%	-4%	-5%
- Cc1ccc([C@@]2(C)CC/C(=N/N=C3\CC[C@](C)(c4ccc(C)c(C)c4)c4cc(C)c(C)cc43)c3cc(C)c(C)cc32)cc1C
  6%	-4%[7.66 µM]	-3%[14.2 µM]	nt	nt	nt	nt	-9%[9.22 µM]
- O=C1C=C(NC(=O)Nc2ccc(Cl)c(Cl)c2)CCC1
  -1%	0%	9%	i	0.4%	-6%	1%	12%
- O=C(N/N=C\c1ccc(Sc2ccccn2)o1)c1cccc(Br)c1
  -8%[38.3 µM]	-5%	-35%	-9%	0.0%	-17%[46.1 µM]	?	1%
- Cc1ccc(-c2nn(CC(=O)NCCN3CCOCC3)c(=O)c3ccccc23)cc1
  17%[38.3 µM]	-1%	-8%	-1%	-6.3%	-3%[46.1 µM]	-1%	-10%
- NC(N)=N/N=C/c1ccccc1OC(F)F
  5%	0%	4%	4%	-0.2%	-2%	7%	-8%
- CSC1CCCCC1(O)CSc1nc2c(cc1C#N)CCCC2 (stereo unspecified)
  22%[38.3 µM]	-3%	-29%	-2%	0.0%	?	?	-8%
- CCn1nc(C)c(Br)c1C(=O)Sc1ccccc1Cl
  nt	nt	2%	-16%	7.9%	-6%	?	nt
- CCC1=C/C(=C/c2sc3ccccc3[n+]2CC)CC(C)(C)C1
  -3%	-3%	-1%	-9%	9.5%	-55%	15%	2%
- COCCN(C(=O)/C=C/c1ccccc1)c1c(N)n(Cc2ccccc2)c(=O)[nH]c1=O
  4%	-2%	4%	i	-1.3%	3%	-1%	-2%
- O=C(Nc1ccc(-n2cnnn2)cc1)C1CCCCC1
  -5%[38.3 µM]	4%	-8%	-2%	-4.3%	-13%[46.1 µM]	1%	-5%
- Cc1ccccc1C(=O)N/N=C/c1ccc(OCC(=O)N2CCCCC2)cc1
  1%[38.3 µM]	-3%	12%	4%	-1.0%	-17%[46.1 µM]	1%	9%
- CCCn1c(NCc2cccc(OC)c2OC)nc2ccccc21
  26%[38.3 µM]	0%	4%	-11%	0.0%	-4%[46.1 µM]	9%	?
- O=C1CN2NC(=S)N(c3ccc(Cl)cc3)C2=CN1c1ccc(Cl)cc1
  -5%	-1%	11%	i	1.0%	8%	9%	-3%
- Cc1ccc(-c2noc(CN(C)C(=O)Nc3ccc(F)cc3)n2)cc1
  5%	-2%	17%	i	-1.1%	8%	-8%	-30%
- CCCC(=O)NC(=S)N1CCN(c2ccc([N+](=O)[O-])cc2)CC1
  -1%	2%	7%	-8%	0.0%	3%	21%	-3%
- Cc1ccc(-c2nc3c(c(=O)c4ccccc4n3C)c(=O)n2-c2ccccc2)cc1
  -22%	4%	7%	-16%	0.0%	-48%	1%	-13%
- CC(=O)c1cccc(NC(=S)NC(=O)C(C)C)c1
  -3%[38.3 µM]	-8%	-4%	i	0.1%	-11%[46.1 µM]	6%	13%
- CC1=C(C(=O)N2CCCC(C(=O)c3cccc4ccccc34)C2)OCCO1 (stereo unspecified)
  6%	-1%	2%	1%	0.9%	3%	-3%	nt
- Cc1cccc(CN2CCN(Cc3cccc(-n4cccn4)c3)CC2CCO)n1 (stereo unspecified)
  13%	-6%	15%	-4%	0.5%	-9%	-11%	-21%
- Cc1ccc(/C=N/n2cnnc2)s1
  -6%[38.3 µM]	2%	10%	i	-1.9%	-6%[46.1 µM]	1%	-5%
- FC(F)(F)c1ccc(C2NCCc3sccc32)cc1 (stereo unspecified)
  3%	3%	28%	i	-2.4%	-6%	4%	17%
- CCOc1ccc(-n2nnnc2SCC(=O)NNC(=O)c2ccco2)cc1
  0%	nt	3%	i	2.3%	-5%	-4%	nt
- CCOC(=O)c1c(/N=C/C2C(=O)CC(C)(C)CC2=O)sc2c1CCCC2
  23%	-1%	6%	?	-0.4%	-19%	-1%	-9%
- COc1ccc(NC2c3ccccc3C(=O)N2Cc2ccco2)cc1OC (stereo unspecified)
  25%[38.3 µM]	1%	-5%	-4%	0.1%	-9%[46.1 µM]	-1%	10%
- CC1CCN(S(=O)(=O)c2ccc(C(=O)NCc3ccco3)cc2)CC1
  3%	0%	6%	-6%	-1.0%	12%	?	nt
- CCOc1ccccc1-c1cc(-c2ccccc2)nc2c1c(=O)n(C)c(=O)n2C
  12%[38.3 µM]	0%	-19%	-9%	-0.2%	-6%[46.1 µM]	-2%	2%
- CCCCCNc1nc2ccccc2nc1NS(=O)(=O)c1cccs1
  11%[38.3 µM]	24%	5%	-8%	1.4%	0%[46.1 µM]	?	-12%
- COc1ccc(/C=N/NC(=O)c2nc(-c3ccccc3)cc(-c3ccccc3)n2)cc1OC
  10%[38.3 µM]	-6%	-2%	-2%	0.0%	-27%[46.1 µM]	?	-37%[inhibitor]
- COCCCNC(=O)C1CCN(C(=O)Nc2ccc(Cl)cc2)CC1
  3%	1%	-12%	i	-2.2%	-7%[46.1 µM]	0%	-17%
- Cc1ccc(N(CC(=O)NCc2cccs2)S(=O)(=O)c2cccs2)cc1
  6%[38.3 µM]	-1%	9%	4%	-5.8%	-10%[46.1 µM]	3%	-3%
- O=C(CCCl)N1CCCC2(CCCCC2)C1
  nt	nt	11%	-13%	0.1%	0%	1%	nt
- C=CCN(CC=C)CC(=O)Nc1ccc(S(N)(=O)=O)cc1
  3%	-3%	-1%	i	1.2%	0%[46.1 µM]	10%	-29%
- CC#CCN1c2ccccc2[C@]23C[C@@H](C(=O)OC)N(C(C)=O)C2=NC(C(=O)OC)=C(C(=O)OC)[C@H]13
  -2%	-5%[7.66 µM]	-2%[14.2 µM]	-20%[11.5 µM]	0.0%	14%	22%[11.4 µM]	11%[9.22 µM]
- CC(C)Sc1nc2c(c(=O)[nH]c(=O)n2C)n1CCc1ccccc1
  5%[38.3 µM]	-2%	-2%	-12%	-0.9%	-16%[46.1 µM]	-1%	-12%
- COC(=O)c1sccc1-c1ccc(/C=N/OC(=O)c2cccs2)o1
  nt	nt	5%	-3%	2.1%	3%	?	nt

# Compound activity (PubChem)
